Compound activity: PubChem, National Center for Advancing Translational Sciences (NCATS)
Akt phos inh: blocks phosphorylation of Akt | AID 651550 | actives 0.32% (n = 360,000) | Neuro2A IGF-stimulated pAkt S473 HTRF, 20 min; hits give low values | activity change, % for hits at 50 µM; in the data active means activity change below about -80%; inconclusive means mostly about -51% to -80%; further: on the % scale 0 is the no-effect control and ±100 the full control effect
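Single-point screen (50 µM final compound) in Neuro2A cells stimulated 20 min with 6 nM IGF at 37 deg C. After lysis, Ser473-phosphorylated Akt read by HTRF (ex 330 nm, em 615/665 nm) as the 665/615 ratio.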
Nrf2 inh: inhibitors of Nrf2 signaling | A549 ARE-Fluc reporter, luciferase luminescence, 18-24 h | Potency, µM (titrated, usually from 46 µM), for inactives: at the highest dose activity change, negative = inhibition, usual class: inhibitors | actives 2.1% (n = 360,000) | AID 504444; further: potency means the concentration at half of the fitted maximal effect; on the % scale 0 is the no-effect control and ±100 the full control effect; nearly all actives have a fitted effect of over 60% in size
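A549 ARE_Fluc cells, 5000/well, 5% FBS OPTI-MEM; compounds in dose-response, 18-24 h at 37 °C/5% CO2; CellTiter-Fluor viability read (Ex 405/Em 525), then BugLite luciferase luminescence = Nrf2 activity.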
A549 tox: A549 cytotoxicity, counter-screen for Nrf2 inhibitors; A549 ARE-Fluc cells, CellTiter-Fluor viability, 18-24 h; Potency, µM (highest dose often 46 µM), for inactives: at the top dose activity change, negative = cytotoxicity, most hits filed as inhibitors; actives 0.16% (n = 390,000); AID 504648; further: potency means the concentration at half of the fitted maximal effect; on the % scale 0 is the no-effect control and ±100 the full control effect
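Cytotoxicity counterscreen: CellTiter-Fluor fluorescence was measured in A549 ARE_Fluc cells after 18-24 h of compound exposure in a concentration series. The subsequent BugLite luminescent read reports ARE-luciferase activity.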
MmCpn inh: blocks the Methanococcus maripaludis chaperonin Mm-Cpn; purified Mm-Cpn ATPase, ADP Transcreener TR-FRET; actives 0.031% (n = 330,000); AID 504842; Potency, µM (highest dose often 76.9 µM), without a hit: top-dose activity, negative = inhibition, hits mostly inhibitors; further: potency means the concentration at half of the fitted maximal effect; on the % scale 0 is the no-effect control and ±100 the full control effect; nearly all actives have a fitted effect of over 80% in size
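Eu-cryptate anti-ADP/ADP-d2 competition gives a ratio inversely related to ADP. Enzyme at 25 nM was pre-exposed to compound for 10 min, then given 10 uM ATP for 30 min, 37°C throughout.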
TGFb SMAD3 inh: blocks TGF-b signaling. Potency, µM (top dose mostly 46.1 µM), without a hit: at the top dose activity, negative = inhibition, hits mostly inhibitors. actives 1.2% (n = 410,000). HepG2 CAGA-GFP TGF-b/SMAD3 reporter, GFP fluorescence, 18 h; TGF-beta stimulated, 500 pg/mL final; further: potency means the concentration at half of the fitted maximal effect; on the % scale 0 is the no-effect control and ±100 the full control effect; nearly all actives have a fitted effect of over 65% in size
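Smad-responsive CAGA-GFP expression was quantified in HEPG2 cells exposed to compounds and 500 pg/mL final TGF-beta for 18 h at 37 degrees C; unstimulated wells defined full inhibition.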
ATXN viability: cell viability loss in ATXN counter-screen; Potency, µM (doses to about 56.7 µM), most hits filed as cytotoxic; S2 cells (HEK-293 line with an ATXN2-luciferase reporter) viability, CellTiter-Fluor protease fluorescence, 24 h; actives 0.49% (n = 400,000); further: potency means the concentration at half of the fitted maximal effect; nearly all actives have a fitted effect of over 40% in size
CCT modulator: modulators of cytosolic chaperonin (CCT/TRiC) activity. AID 651819. actives 0.3% (n = 360,000). purified chaperonin ATPase assay, HTRF ADP detection, 30 min. activity change, % (no concentration beside the values), hits read low; in the data active means activity change below about -30%; further: on the % scale 0 is the no-effect control and ±100 the full control effect
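Enzyme 40 or 20 nM (batch-dependent) in Tris pH 7.4/KCl/MgCl2/DTT; cpd 76 uM single point; ATP 10 uM; 30 min 37 °C; Transcreener ADP HTRF detection, 30 min RT; ratio 665/615.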
Nrf2 activator: Nrf2 pathway activation | AID 624171 | Potency, µM (titrated, usually from 46.1 µM), without a hit: at the highest dose activation, most hits filed as activators | AREc32 ARE-luciferase reporter (MCF7-derived line), luminescence, 24 h | actives 0.31% (n = 410,000); further: potency means the concentration at half of the fitted maximal effect; % of control where 0% means no effect; nearly all actives have a fitted effect of over 65% in size
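Cells of the AREc32 ARE-luciferase line are plated in OPTI-MEM containing 5% FBS and left overnight at 37 deg C. Compounds are pinned in, incubation continues 24 hr, and firefly luciferase signal is then measured.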
HepG2 viability: HepG2 cytotoxicity, counter-screen for TGF-b inhibitors. actives 0.76% (n = 410,000). Potency, µM (titrated, usually from 46.1 µM), for inactives: at the top dose activity change, negative = cytotoxicity, hits mostly cytotoxic. HepG2 CAGA-GFP viability, ATP luminescence, 18 h; further: potency means the concentration at half of the fitted maximal effect; some results filed as inactive show a strong effect at the top dose
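CellTiter-Glo luminescence gave cytotoxicity after 18 hours at 37 degrees C. The cells were HepG2 CAGA-GFP in 1% FBS DMEM, stimulated with 500 pg/mL TGF-beta after compound addition. %Activity was normalised to no-cell wells (complete cell-killing) and DMSO (no toxicity), and curves were fitted and classified.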
* hit, by the source's call; i = inactive; ? = inconclusive; . = no result given; & = joins results of further samples; [ ] = another dose, or the depositor's remark. Unless noted, the call rests on the fitted dose curve; in most records, active means well fitted curve in the direction sought with a large enough effect; inconclusive means small, poorly fitted or top-dose-only effect, or another doubt; inactive means no such curve, though single readings can be large; an effect the other way counts as inactive or inconclusive. Hits appear at their usual frequency; 4.4% or so of the library scored in one or more.

The opening four entries, ahead of the listing:
SMILES	Akt phos inh	Nrf2 inh	A549 tox	MmCpn inh	TGFb SMAD3 inh	ATXN viability	CCT modulator	Nrf2 activator	HepG2 viability
CCCc1cc(Nc2ccccc2OCC)n2ncnc2n1	i	-10%	2%	0%	-4%	i	0.3	5.6%	-8%
COc1ccc(N2CCN(C(=O)c3ccc(CS(=O)(=O)c4ccccc4C)o3)CC2)cc1	i	?	-7%	1%	?	?	1.9	-0.5%	-39%
Cc1oc(-c2nc3ccccc3n2C)cc1C(=O)c1ccccc1	i	?	-3%	-4%	-1%	i	0.6	0.3%	-48%
CCc1nnc(NC(=O)Nc2ccc(Cl)cc2)s1	i	?	11%	-10%	-2%	?	-1.9	4.4%	-20%

Main list, repeating the preview:
SMILES	Akt phos inh	Nrf2 inh	A549 tox	MmCpn inh	TGFb SMAD3 inh	ATXN viability	CCT modulator	Nrf2 activator	HepG2 viability
CCCc1cc(Nc2ccccc2OCC)n2ncnc2n1	i	-10%	2%	0%	-4%	i	0.3	5.6%	-8%
COc1ccc(N2CCN(C(=O)c3ccc(CS(=O)(=O)c4ccccc4C)o3)CC2)cc1	i	?	-7%	1%	?	?	1.9	-0.5%	-39%
Cc1oc(-c2nc3ccccc3n2C)cc1C(=O)c1ccccc1	i	?	-3%	-4%	-1%	i	0.6	0.3%	-48%
CCc1nnc(NC(=O)Nc2ccc(Cl)cc2)s1	i	?	11%	-10%	-2%	?	-1.9	4.4%	-20%
CC1CCN(c2ccc3nnc(CCC(=O)NCc4ccco4)n3n2)CC1	i	-15%	9%	1%	-1%	?	-1.5	3.0%	-9%
COc1ccc(NC(=O)C2(C)CCN2CC2CCCCC2)cc1OC (stereo unspecified)	i	.	.	.	11%	?	1.1	3.0%	-11%
Cc1ccc(S(=O)(=O)c2nnn3c2nc(N2CCOCC2)c2ccccc23)cc1	i	-10%	5%	-1%	9%	i	-2.5	-0.2%	1%
Cn1cnnc1Sc1nc2c(c(=O)n(C)c(=O)n2C)n1C	i	6%	-6%	.	?	i	-1.2	-0.5%	6%
COc1cc(NC(=O)c2ccc(OC)c([N+](=O)[O-])c2)ccc1NC(=O)c1cccs1	i	?	-11%	-2%	?	i	0.0	0.7%	0%
Cc1n[nH]c(C)c1S(=O)(=O)N1CCc2ccccc21	i	-5%	-6%	2%	0%	i	-3.8	3.5%	-6%
Cc1ccc2sc(NC(=O)CN3C(=O)CCC3=O)nc2c1C	i	-8%	18%	0%	-8%	i	-0.1	-0.7%	-2%
O=C(CN1C(=O)CSc2ncccc21)NCCN1CCOCC1	i	-17%	3%	-2%	-1%	i	-0.8	0.3%	-3%
CCc1cc(C(=O)c2ccc(OC)cc2)c(NC(=O)COCC(=O)O)s1	i	5%	-6%	0%	7%	i	-4.6	-1.2%	-10%
Cc1ccc([N+](=O)[O-])cc1NC(=O)c1cccnc1	i	2%	4%	-3%	0%	i	-0.1	5.4%	8%
Cc1ccc(OCc2nc3ccccc3n2CC(C)C)cc1	.	3%	5%	.	-16%	?	.	5.0%	2%
Cc1cccc(NC(=O)c2sc3nc(N4CCOCC4)c4c(c3c2N)CC(C)(C)OC4)c1	.	21%	1%	.	14%	?	.	-0.3%	-17%
CC1CCCC(C)N1C(=O)CN1CCN(c2nc(-c3ccc(F)cc3)cs2)CC1 (stereo unspecified)	i	?	0%[1.84 µM]	-1%	?	i	-2.5	2.4%	-38%
COc1ccc(S(=O)(=O)N(C)C[C@H]2Oc3c(NC(=O)C4CCCCC4)cccc3C(=O)N([C@H](C)CO)C[C@@H]2C)cc1	i	1%	-12%	0%	-9%	?	-0.9	0.8%	-2%
COC(=O)c1cc(Cl)c(NC(=O)c2ccc(F)cc2)cc1OC	i	?	-1%	3%	-5%	i	2.4	2.8%	0%
Cc1ccccc1NC(=O)c1ccccc1NC(=O)c1ccccc1F	i	-1%&2%	-2%&-2%	2%	7%&-8%	i	-1.6	0.3%&-0.1%	6%&3%
Cc1ccc(C)c2[nH]c(=O)c(C(c3nnnn3Cc3ccccc3)N3CCc4ccccc4C3)cc12 (stereo unspecified)	i	1%	?	-23%	14%	i	-3.7	3.4%	-13%
Cc1nc2cc(C(F)(F)F)ccc2n1C1CCN(CC(=O)NC(C)(C)C)CC1	i	?	3%	0%	-1%	i	-1.4	-0.2%	-13%
CC(=O)Nc1ccc(NC(=O)C2CCN(S(C)(=O)=O)CC2)cc1	i	.	.	.	-4%	i	1.4	0.4%	-15%
O=C(C(=O)N1CCOCC1)c1c[nH]c2ccccc12	i	22%	14%	2%	2%	i	-2.3	1.4%	3%
O=S(=O)(c1cccc(C(F)(F)F)c1)N1CCC(Oc2ccc(-n3cnnn3)cc2)CC1	.	18µM*	?	.	?	.	.	0.2%	4%
Cn1cnnc1SCC(=O)Nc1ccc(OCc2ccccc2)cc1	i	?	7%	-1%	0%	i	-2.3	0.1%	14%
CC(C)CC(=O)Nc1ccc2nn(-c3ccccc3)nc2c1	i	?	0%	-3%	3%	i	-9.2	4.6%	2%
Cc1cccc(C(=O)NC(=S)NNC(=O)c2cccs2)c1	i	-18%	2%	-4%	-10%	i	-0.5	-0.4%[9.22 µM]	-5%
CCOc1ccc(-n2c(=O)c3c(C)c(C)sc3n(CC(=O)NCc3ccco3)c2=O)cc1	i	-14%	-3%	2%	-1%	?	-2.8	0.1%	-4%
COc1cccc(C(=O)N2CCOCC2)c1	i	1%	5%	1%	5%	i	0.4	0.2%	-32%
Cc1ccc(-c2nnc(SCC(=O)Nc3ccccc3N3CCOCC3)o2)cc1	i	25%	18%	.	0%	i	-4.5	-0.1%	-3%
O=C(O)c1ccc(/C=N/n2cc(-c3ccccc3)[nH]c2=S)cc1	i	?	-8%	0%	-20%	i	0.7	0.2%	-18%
O=C(CC(Sc1ccc(Br)cc1)C(=O)O)c1ccc(F)cc1 (stereo unspecified)	i	?	3%	0%	-26%	?	-0.2	?	-18%
COc1ccc(Cl)cc1C(=O)Nc1cccc(-c2ccc3nncn3n2)c1	i	?	-2%	-1%	4%	i	-0.6	-0.4%	11%
COc1ccc(C2C(C(=O)Nc3cc(OC)c(OC)c(OC)c3)c3ccccc3C(=O)N2C)cc1OC (stereo unspecified)	i	?	1%	1%	-14%	i	2.9	4.8%	-23%
CSc1nnc(-c2ccncc2)n1CCCN1CCCC1=O	i	-1%	3%	-1%	5%	i	0.3	0.1%	1%
CCSc1ncc(Cl)c(C(=O)Nc2ccc(S(=O)(=O)Nc3nccc(C)n3)cc2)n1	.	-13%	1%	.	-12%	i	.	9.7%	-23%
COc1cccc(COCC(O)CN2CCC(C(N)=O)CC2)c1 (stereo unspecified)	i	10%	1%	-1%	?	i	-0.2	0.1%	4%
CC1=C(C(=O)Nc2ccccc2Cl)C(c2ccc(N(C)C)cc2)NC(=O)N1 (stereo unspecified)	i	-13%	-8%	-4%	16%	i	-1.2	0.2%	-6%
Cc1nn(C)c(Cl)c1NC(=O)OCc1ccccc1	.	-19%	-8%	-1%	2%	.	0.0	-0.6%	-13%
Cc1ccc(CN2CCN(Cc3cnn(-c4ccc(Cl)cc4)c3)CC2CCO)o1 (stereo unspecified)	i	-10%	0%	-5%	-18%	i	0.4	5.4%	-23%
O=C(NCc1n[nH]c(=S)n1-c1ccc(Br)cc1)c1ccc(S(=O)(=O)N2CCCC2)cc1	i	2%	1%	1%	4%	i	-2.2	-0.4%	0%
Cc1cccn2c(=O)c3cc(C(=O)NCc4ccccc4)c(=N)n(CCOCCO)c3nc12	.	?	?	.	-7%	.	.	-0.7%	-13%
Cc1ccc(Cn2c(C)c3cnn(CC(=O)NCCc4ccc(Cl)cc4)c(=O)c3c2C)cc1	.	-19%	-2%	.	8%	.	.	2.1%	0%
COc1cc(C(=O)NNC(=O)C2CC=CCC2C(=O)O)cc(OC)c1OC (stereo unspecified)	i	-14%	-4%	0%	-5%	i	-1.5	0.2%	1%
CCc1ccc(NC(=O)C(NS(=O)(=O)c2ccc3c(c2)CCN3C(C)=O)C(C)C)cc1 (stereo unspecified)	i	-2%	3%	2%	-5%	i	-0.7	-0.8%	0%
Cc1ccc(C)c(CN2C(=O)c3ccccc3S(=O)c3ccc(C(=O)NCc4ccccc4Cl)cc32)c1 (stereo unspecified)	.	20%	12%	.	?	i	.	-0.8%	-27%
CCC/C=C1/CCCOC(C(=O)NCCNCCO)(C(F)(F)F)C1 (stereo unspecified)	i	?	3%&-6%	.	?	i	-1.3	0.6%	0%&-6%
CCOC(=O)c1ccccc1NC(=O)CN(c1ccccc1OCC)S(C)(=O)=O	i	21%	24%	-2%	9%	i	1.0	0.1%	-9%
CC(=O)c1sc(N/N=C\c2ccc(C)cc2)nc1C	i	10%	-2%	-7%	20%	?	-3.1	3.7%	29%
CCCCCC(C(=O)O)C(C)CC(=O)NC1CCCCC1 (stereo unspecified)	i	.	-6%	-2%	-4%	?	-0.4	-1.0%	4%
CCc1ccccc1NC(=O)CN(C)C(=O)CSc1nnc(Nc2cccc(C)c2)s1	i	-11%	-14%	0%	19%	i	-4.1	0.1%	-12%
O=C(O)c1cnc2[nH]c3ccccc3n2c1=O	i	6%	0%	-3%	2%	i	-0.1	-0.6%	0%
Cc1nc(-c2ccc(C)c(S(=O)(=O)N3CCC(C(=O)NCc4ccc(F)cc4)CC3)c2)no1	.	.	-9%	.	-3%	i	.	-0.9%	-20%
